Source: PubChem
ARNT TACC3 PPI – disruptors of ARNT/TACC3 protein interaction, primary screen, biochemical, AlphaScreen, single concentration | AlphaScreen His-ARNT PAS-B/GST-TACC3 binding, luminescence; TACC3 fragment carries E629A point mutation | 390,000 tested, 0.66% active | AID 623870, 2012 | inhibition, % at 9.99 µM | Transforming acidic coiled-coil-containing protein 3 (Homo sapiens), Q9Y6A5;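 active = mean inhibition of replicates at least 50% and at least half of replicates each reaching 50%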;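 note: 0% = complete ARNT plus TACC3 wells and 100% = ARNT alone without TACC3; many hits fall short of the cut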
INS-1E GSIS act – GLuc luminescence reporter in INS-1E cells, primary screen for activators of glucose-dependent secretion of insulin | 370,000 tested, 0.61% active | AID 743287, 2014 | INS-1E GLuc reporter insulin secretion, 2-3 h | activation, % at 16.6 µM;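 active = lowest replicate activation of at least 40%, so every replicate reaches that level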;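 note: 0% = median of neutral control wells and 100% = median of IBMX positive control wells; some compounds called inactive have numbers as strong as hits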
Xi reactivation – activators of inactive X chromosome reactivation, primary screen, imaging, XiGFP fibroblasts, GFP high-content imaging, set 2 | XiGFP mouse fibroblasts, % GFP-positive cells imaging, 3 d; cells co-treated with 5-aza-dC sensitizer; scaled so ellipticine positive control = 100% | activation, % at 7.58 µM | 360,000 tested, 0.055% active | AID 743238, 2013;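 active = mean normalized replicate activation at least 10% and every replicate at or above 10%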;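 note: 0% = median of on-plate neutral control wells and 100% = ellipticine 6 µM median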
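System: 68-5-11 XiGFP fibroblast line | Buffer or medium: DMEM containing 5-aza-dC | Compound: Single point | Times: Compounds 3 days, fix/stain 15 min at room temperature | Benchmarks: Positive control ellipticine, 6 µM final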
RAD54 branch – inhibitors of human RAD54 branch migration, primary screen, biochemical, fluorescence, single point. AID 602329, 2012. RAD54 Holliday junction branch migration, FAM/BHQ fluorescence. DNA repair and recombination protein RAD54-like (Homo sapiens), Q92698. 360,000 tested, 0.14% active. inhibition, % at 10.4 µM;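 active = mean normalized replicate activity at least 40 and at least half of replicates scoring 40 or more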;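 note: 0% = median of neutral control wells and 100% = median of positive control wells; inhibitors cause a drop in the FAM fluorescence signal; in these data hits start at about 50%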
RAD52 anneal inh – RAD52 DNA annealing inhibitors, primary screen, biochemical, FRET, single point, set 2; DNA repair protein RAD52 homolog (Homo sapiens), P43351; inhibition, % at 18.7 µM; recombinant RAD52 DNA annealing, FRET fluorescence; AID 651710, 2012; 360,000 tested, 0.46% active;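 active = every replicate showing at least 50% inhibition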
esBAF inh – Bmi1 luciferase reporter increase in mESCs, primary screen, esBAF inhibitor project, mouse ES cells, Bmi1 luciferase knock-in, single point; 24 h; 100% = twice the neutral-well signal; reporter increase, % at 12.5 µM; 350,000 tested, 2% active; in the data active = activation above about 40%;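 note: 0% = median of the plate's neutral control wells and 100% = double that signal; a rise in the Bmi1 reporter signal indicates esBAF inhibition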
CFTR F508del cor – F508del CFTR correction, initial screen, CFBE line, single point. CFBE cells, YFP halide quenching; stimulated with forskolin plus potentiator P3; % fluorescence drop versus neutral controls. activity (quench increase), % at 7.58 µM. 350,000 tested, 0.36% active. AID 720511, 2013;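 active = mean added fluorescence quench of at least 8% versus neutral control, with both replicates also reaching 8%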;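 note: cells transiently co-express mutant CFTR-F508del with the halide-sensitive YFP; corrector assay measuring rescue of mutant channel to the surface after 24 h compound exposure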
ERAP1 HTS inh – human ERAP1 aminopeptidase inhibitors, primary screen, biochemical, single point, plate reader; 340,000 tested, 0.15% active; Endoplasmic reticulum aminopeptidase 1 (Homo sapiens), Q9NZ08; inhibition, % at 10.7 µM; recombinant ERAP1, Leu-AMC fluorescence, 60 min;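 active = mean replicate inhibition of at least 30%, or all replicates individually reaching that 30% level; inactive = mean below 30% and not every replicate reaching it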;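 note: 0% = neutral control wells and 100% = L-leucinethiol positive control wells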
Target sequence (Q9NZ08 whole entry, looked up): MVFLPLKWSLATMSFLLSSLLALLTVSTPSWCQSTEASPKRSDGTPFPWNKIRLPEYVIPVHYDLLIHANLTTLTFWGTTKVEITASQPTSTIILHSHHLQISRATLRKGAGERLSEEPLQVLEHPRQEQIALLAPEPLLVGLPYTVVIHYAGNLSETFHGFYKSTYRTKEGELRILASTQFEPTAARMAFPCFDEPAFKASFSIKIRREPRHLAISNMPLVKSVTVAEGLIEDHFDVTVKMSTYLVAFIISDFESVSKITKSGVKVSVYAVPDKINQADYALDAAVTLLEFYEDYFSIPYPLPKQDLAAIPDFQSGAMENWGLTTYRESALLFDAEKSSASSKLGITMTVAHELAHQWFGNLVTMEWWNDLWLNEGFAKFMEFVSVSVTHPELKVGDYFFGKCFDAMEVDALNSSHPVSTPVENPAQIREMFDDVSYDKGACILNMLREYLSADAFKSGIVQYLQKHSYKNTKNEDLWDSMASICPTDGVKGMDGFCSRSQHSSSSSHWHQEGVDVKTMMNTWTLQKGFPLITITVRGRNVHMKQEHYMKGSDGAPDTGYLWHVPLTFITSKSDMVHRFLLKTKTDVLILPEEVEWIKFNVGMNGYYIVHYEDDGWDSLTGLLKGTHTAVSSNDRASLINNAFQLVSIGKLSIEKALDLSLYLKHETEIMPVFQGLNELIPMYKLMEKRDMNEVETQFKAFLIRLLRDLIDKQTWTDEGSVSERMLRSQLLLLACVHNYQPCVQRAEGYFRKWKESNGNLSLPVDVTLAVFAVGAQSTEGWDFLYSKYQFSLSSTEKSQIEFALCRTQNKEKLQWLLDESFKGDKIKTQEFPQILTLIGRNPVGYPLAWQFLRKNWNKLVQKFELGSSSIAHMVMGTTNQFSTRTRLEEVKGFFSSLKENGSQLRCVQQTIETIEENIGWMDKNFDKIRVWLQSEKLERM
Starred values were filed as active, the others as inactive; & = joins results of further samples; ! = not active in a repeat. Compounds as they come; any-hit rate near 3.3%.

Results for COCC(=O)Nc1ccc2c(c1)OC[C@@H](C)N(Cc1ccccn1)C[C@@H](C)[C@@H](OC)CN(C)C2=O ?
ARNT TACC3 PPI: -1; INS-1E GSIS act: 13; Xi reactivation: 2.6; RAD54 branch: -3; RAD52 anneal inh: -1; esBAF inh: 0; CFTR F508del cor: 0.7; ERAP1 HTS inh: -5

Results for CCCCN(c1ccccc1)S(=O)(=O)N(C)C ?
INS-1E GSIS act: -11; Xi reactivation: 0.0; RAD52 anneal inh: -10; CFTR F508del cor: -0.5; ERAP1 HTS inh: -2

How did COc1ccc(NC(=O)N(C)C[C@H]2OCCCC[C@@H](C)Oc3ccc(NC(=O)c4ccccc4)cc3C(=O)N([C@H](C)CO)C[C@H]2C)cc1 do in these assays?
ARNT TACC3 PPI: -3; INS-1E GSIS act: -26; Xi reactivation: 0.2; RAD54 branch: -5; RAD52 anneal inh: -13; esBAF inh: -6; CFTR F508del cor: 3.5; ERAP1 HTS inh: 0

Results for CCc1ccccc1NC(=O)CCS(=O)(=O)c1ccc(OC)cc1 ?
ARNT TACC3 PPI: -3; INS-1E GSIS act: 1; Xi reactivation: 0.2; RAD54 branch: -3; RAD52 anneal inh: -19; esBAF inh: -4; CFTR F508del cor: -2.2; ERAP1 HTS inh: -2

How did CC(C)(CNC(=O)c1cc2c(s1)CCCC2)N1CCOCC1 do in these assays?
ARNT TACC3 PPI: -1; INS-1E GSIS act: 12; Xi reactivation: 0.0; RAD52 anneal inh: -5; esBAF inh: -4; CFTR F508del cor: -3.1; ERAP1 HTS inh: 1

Results for O=C(Cc1ccccc1)N1C[C@@H]2[C@H](c3ccccc31)[C@@H](CO)N2S(=O)(=O)c1ccccc1 ?
ARNT TACC3 PPI: 1; INS-1E GSIS act: 10; Xi reactivation: -0.1; RAD54 branch: -13; RAD52 anneal inh: -14; esBAF inh: 2; CFTR F508del cor: 0.3; ERAP1 HTS inh: 0

What do the screens show for `Cc1ccccc1CN1CCNC(=O)C1CC(=O)N(C)CCC1CCOCC1` (configuration not stated)?
ARNT TACC3 PPI: 7; INS-1E GSIS act: 4; Xi reactivation: 0.1; RAD54 branch: -12; RAD52 anneal inh: -31; esBAF inh: -5; CFTR F508del cor: -1.8; ERAP1 HTS inh: -2

How did C[C@@H]1CN([C@H](C)CO)C(=O)c2cc(NC(=O)CCC(F)(F)F)ccc2O[C@@H](C)CCCCO[C@@H]1CN(C)S(=O)(=O)c1cccs1 do in these assays?
ARNT TACC3 PPI: -8; INS-1E GSIS act: 0; Xi reactivation: 0.0; RAD54 branch: 0; RAD52 anneal inh: -60; esBAF inh: -8; CFTR F508del cor: 2.0; ERAP1 HTS inh: 3

How did C[C@H]1CN([C@@H](C)CO)C(=O)c2cc(NC(=O)Nc3ccc4c(c3)OCO4)ccc2O[C@H]1CN(C)C(=O)Nc1cccc2ccccc12 do in these assays?
ARNT TACC3 PPI: 5; INS-1E GSIS act: -14; Xi reactivation: 0.2; RAD54 branch: 2; RAD52 anneal inh: -8; esBAF inh: 1; CFTR F508del cor: 2.6; ERAP1 HTS inh: 0

What do the screens show for `O=C(CSc1nc2ccccc2nc1N1CCOCC1)N1CCN(c2ccccc2)CC1`?
ARNT TACC3 PPI: 12; Xi reactivation: 0.3; RAD54 branch: -16; RAD52 anneal inh: -29; esBAF inh: 7; CFTR F508del cor: -1.0; ERAP1 HTS inh: 0

How did CC(C)c1nnc(NC(=O)C2CCN(c3nc4ccccc4s3)CC2)s1 do in these assays?
ARNT TACC3 PPI: -8; INS-1E GSIS act: 8; RAD54 branch: 6; esBAF inh: 8

How did COc1ccccc1-c1ccc2c(c1)O[C@@H](CN(C)S(=O)(=O)c1ccc(C)cc1)[C@H](C)CN([C@@H](C)CO)S2(=O)=O do in these assays?
ARNT TACC3 PPI: -4; INS-1E GSIS act: 7; Xi reactivation: -0.1; RAD54 branch: 2; RAD52 anneal inh: -3; esBAF inh: 6; CFTR F508del cor: -0.7; ERAP1 HTS inh: 4

What do the screens show for `CCCCN(C1CCS(=O)(=O)C1)S(=O)(=O)c1cc(C)ccc1C` (configuration not stated)?
ARNT TACC3 PPI: -4; INS-1E GSIS act: 26; Xi reactivation: 0.0; RAD54 branch: -2; RAD52 anneal inh: 1; esBAF inh: -1; CFTR F508del cor: -4.0; ERAP1 HTS inh: -1

Results for CC(=O)N1CCN(C2=NC(=O)C(=C3CCCCC3)S2)CC1 ?
ARNT TACC3 PPI: -14; INS-1E GSIS act: 1; RAD54 branch: -1; esBAF inh: 37

Results for C[C@@H]1CCCCO[C@H](CN(C)Cc2ccc(Cl)c(Cl)c2)[C@@H](C)CN([C@@H](C)CO)C(=O)c2cc(NC(=O)NC3CCCCC3)ccc2O1 ?
INS-1E GSIS act: -21; Xi reactivation: -1.0; RAD52 anneal inh: 29; CFTR F508del cor: 5.7; ERAP1 HTS inh: -3

Results for O=C(O)c1ccccc1-c1c2cc(I)c(=O)c(I)c-2oc2c(I)c(O)c(I)cc12 ?
ARNT TACC3 PPI: -2; INS-1E GSIS act: -19; Xi reactivation: 0.3&0.0; RAD54 branch: -425; RAD52 anneal inh: inactive; esBAF inh: -34&-29; CFTR F508del cor: 8.7*!; ERAP1 HTS inh: 106*

How did Cc1cc(=O)n(CC(=O)Nc2cc(Cl)ccc2C)c(C(C)C)n1 do in these assays?
ARNT TACC3 PPI: -3; INS-1E GSIS act: -1; Xi reactivation: -0.1; RAD52 anneal inh: 0; CFTR F508del cor: 3.4

Results for Cc1ccc2c(CC(=O)Nc3ccc(F)c(S(=O)(=O)N4CCOCC4)c3)coc2c1 ?
INS-1E GSIS act: -39; Xi reactivation: -0.1; RAD54 branch: -4; RAD52 anneal inh: -2; esBAF inh: 15; CFTR F508del cor: 1.3; ERAP1 HTS inh: 1

What do the screens show for `O=C(Nc1nnc(-c2ccc3c(c2)OCCO3)o1)c1ccc(Cc2ccccc2)cc1`?
ARNT TACC3 PPI: -3; INS-1E GSIS act: -1; Xi reactivation: 0.3; RAD54 branch: 2; RAD52 anneal inh: -9; esBAF inh: -9; CFTR F508del cor: -5.1; ERAP1 HTS inh: 0

How did Cc1onc(-c2c(Cl)cccc2Cl)c1C(=O)Nc1ccc2c(c1)OCO2 do in these assays?
ARNT TACC3 PPI: 3; INS-1E GSIS act: -11; RAD54 branch: -5; RAD52 anneal inh: -9; esBAF inh: 16; CFTR F508del cor: 4.7; ERAP1 HTS inh: -1

How did O=C(C1CCN(S(=O)(=O)c2cccc3nsnc23)CC1)N1CCN(c2ccccc2F)CC1 do in these assays?
INS-1E GSIS act: -12; RAD54 branch: -14; RAD52 anneal inh: -9; ERAP1 HTS inh: 7

What do the screens show for `CCOC(=O)[C@H](CCc1ccccc1)N[C@@H](C)C(=O)N1CCC[C@H]1C(=O)O`?
ARNT TACC3 PPI: -22&25; INS-1E GSIS act: 15; Xi reactivation: 5.1; RAD54 branch: -1&-10; RAD52 anneal inh: -5; esBAF inh: 3&1; CFTR F508del cor: -3.4; ERAP1 HTS inh: -4

Results for CC1(C(=O)Oc2ccccc2)Cc2ccccc2C(=O)O1 (configuration not stated) ?
INS-1E GSIS act: -19; Xi reactivation: 0.4; RAD52 anneal inh: 7; esBAF inh: -1; CFTR F508del cor: 1.4; ERAP1 HTS inh: 0

How did O=C(O)c1cccc(NS(=O)(=O)c2ccc(S(=O)(=O)N3CCOCC3)cc2)c1 do in these assays?
ARNT TACC3 PPI: 0; INS-1E GSIS act: -1; Xi reactivation: -0.1; RAD54 branch: -13; RAD52 anneal inh: -7; esBAF inh: -1; CFTR F508del cor: -0.9; ERAP1 HTS inh: -1

Results for Cc1noc(C)c1S(=O)(=O)N(C)C[C@@H]1OCCCC[C@H](C)Oc2ccc(NC(=O)Nc3ccccc3)cc2C(=O)N([C@@H](C)CO)C[C@H]1C ?
ARNT TACC3 PPI: 11; INS-1E GSIS act: 7; Xi reactivation: 0.5; RAD54 branch: -2; RAD52 anneal inh: 5; esBAF inh: 4; CFTR F508del cor: 0.8; ERAP1 HTS inh: 2

How did O=C(NNC(=O)c1nn(-c2ccc(F)cc2)ccc1=O)c1ccc(Cl)cc1 do in these assays?
ARNT TACC3 PPI: 4; INS-1E GSIS act: 8; Xi reactivation: 0.2; RAD54 branch: 2; RAD52 anneal inh: -9; esBAF inh: -1; ERAP1 HTS inh: -1

Results for CC(C)C(NC(=O)c1c(F)cccc1F)C(=O)NCC(c1ccccc1)N(C)C (configuration not stated) ?
ARNT TACC3 PPI: -2; INS-1E GSIS act: 9; Xi reactivation: 0.0; RAD54 branch: 2; RAD52 anneal inh: -6; esBAF inh: -9; CFTR F508del cor: 1.1

Results for CC1(C)Cc2c(sc3nnn(CC(=O)Nc4ccccc4)c(=O)c23)CO1 ?
ARNT TACC3 PPI: -2; INS-1E GSIS act: -6; Xi reactivation: 0.5; RAD54 branch: -16; RAD52 anneal inh: -29; esBAF inh: 16; CFTR F508del cor: 0.0

Results for Cc1ccc(NS(=O)(=O)c2cccs2)c(C)c1 ?
ARNT TACC3 PPI: -2; INS-1E GSIS act: 5; Xi reactivation: 0.3; RAD54 branch: 9; RAD52 anneal inh: 8; esBAF inh: -7; CFTR F508del cor: 0.5; ERAP1 HTS inh: -3

What do the screens show for `COc1ccccc1NC(C)C(=O)Nc1ccc(C(C)=O)cc1` (configuration not stated)?
ARNT TACC3 PPI: -4; INS-1E GSIS act: -6; Xi reactivation: 0.0; RAD52 anneal inh: -4; CFTR F508del cor: -0.9; ERAP1 HTS inh: -1

What do the screens show for `CCN(CC)S(=O)(=O)c1cccc(NC(=O)COC(=O)c2n[nH]c(=O)c3ccccc23)c1`?
ARNT TACC3 PPI: -6; INS-1E GSIS act: -54; Xi reactivation: -0.1; RAD52 anneal inh: -13; CFTR F508del cor: -0.6; ERAP1 HTS inh: 6

How did N#CC1(NC(=O)CSc2nnc(C3CC3)n2C2CC2)CCCCC1 do in these assays?
ARNT TACC3 PPI: -7; INS-1E GSIS act: -8; Xi reactivation: 0.0; RAD54 branch: 9; RAD52 anneal inh: -14; esBAF inh: 2; CFTR F508del cor: -2.2; ERAP1 HTS inh: -1

Results for CC(=O)Nc1ccc(C2=CC(=O)C[C@H](c3ccc(Cl)cc3)C2)cc1 ?
ARNT TACC3 PPI: -4; INS-1E GSIS act: -6; Xi reactivation: 0.1; RAD54 branch: 15; RAD52 anneal inh: -7; esBAF inh: 0; CFTR F508del cor: -0.2; ERAP1 HTS inh: -4

What do the screens show for `COc1cc(OC)c2cc(C(=O)N/N=C/c3ccccc3O)[nH]c2c1`?
ARNT TACC3 PPI: -4; INS-1E GSIS act: -14; Xi reactivation: -0.1; RAD54 branch: 3; RAD52 anneal inh: -9; esBAF inh: -63; CFTR F508del cor: -2.4; ERAP1 HTS inh: 9

How did Cc1cc2nc(SCC(=O)N(C)C)c3c(c2cc1C)CCCC3 do in these assays?
ARNT TACC3 PPI: -23; INS-1E GSIS act: -13; RAD54 branch: -4; RAD52 anneal inh: 6; esBAF inh: -6; CFTR F508del cor: 3.1; ERAP1 HTS inh: 3
